Compound activity: PubChem, National Center for Advancing Translational Sciences (NCATS)
12-LOX inh: blocks human arachidonate 12S-lipoxygenase; P18054; purified 12hLO, xylenol orange hydroperoxide absorbance; Potency, µM (titrated, usually from 108 µM), inactives show at the top dose activity change, negative = inhibition, most hits filed as inhibitors; actives 1.1% (n = 580,000); AID 1671190; active = well fitted inhibition curve with a large enough effect; inconclusive = small, poorly fitted or top-dose-only effect, or another doubt; inactive = no such curve, though single readings can be large or run the other way
Target sequence (P18054 whole entry, looked up): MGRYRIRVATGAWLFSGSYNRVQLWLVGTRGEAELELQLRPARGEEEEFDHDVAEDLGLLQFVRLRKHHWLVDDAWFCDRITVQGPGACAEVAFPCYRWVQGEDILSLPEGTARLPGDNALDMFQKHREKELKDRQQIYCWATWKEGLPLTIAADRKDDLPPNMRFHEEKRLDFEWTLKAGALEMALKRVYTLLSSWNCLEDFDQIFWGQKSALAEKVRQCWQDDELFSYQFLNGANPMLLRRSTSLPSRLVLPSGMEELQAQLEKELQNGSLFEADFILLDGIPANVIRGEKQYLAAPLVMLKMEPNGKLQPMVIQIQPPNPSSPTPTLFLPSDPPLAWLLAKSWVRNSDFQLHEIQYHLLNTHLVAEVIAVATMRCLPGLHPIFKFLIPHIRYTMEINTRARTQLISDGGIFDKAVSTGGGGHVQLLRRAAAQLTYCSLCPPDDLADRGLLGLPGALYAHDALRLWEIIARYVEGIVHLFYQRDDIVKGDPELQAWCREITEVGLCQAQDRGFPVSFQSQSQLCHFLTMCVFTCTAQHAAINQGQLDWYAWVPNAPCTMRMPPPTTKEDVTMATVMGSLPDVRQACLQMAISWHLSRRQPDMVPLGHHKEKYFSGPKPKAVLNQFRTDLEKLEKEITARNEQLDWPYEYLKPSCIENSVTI
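Hydroperoxide product was detected by ferrous iron/xylenol orange as the 573 to 405 nm absorbance ratio. Arachidonic acid at 40 uM (final) was turned over for 30 min at room temperature by 150 nM human 12hLO, pH 7.0 Hepes buffer, after 15 min compound preincubation.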
The depositor's hits bear a star; ? = inconclusive; [ ] = remark or other dose. % is set by controls: 0 for no effect and ±100 for the full control effect; potency is the fitted concentration of half-maximal effect. The list is partial; the hit share may differ from the screen's.

The opening 6 compounds, to show the layout:
SMILES	12-LOX inh
Cn1nccc1C(=O)N1CC(c2nc(CCOCC3CCCC3)no2)C1	35.0%
COc1ccc(-c2noc(-c3nnn4c3COC(c3ccc(C)cc3C)C4)n2)cc1OC (stereo unspecified)	13.5%
COCCNC(=O)c1ccc(CC2CCN(C(=O)CCc3ccc(OC)cc3)CC2)cc1	42.6%[activator]
COc1ccccc1-n1cc(C(=O)N(C)Cc2noc3c2CCCC3)cn1	-6.6%
O=S(=O)(NCC1(COc2cnccn2)C[C@@H](O)[C@@H](O)C1)c1ccc(Cl)cc1 (stereo partly specified)	?
Cc1cc(C)cc(OCCCN2CCC(C(O)(c3ccccc3)c3ccccc3)CC2)c1	?

This part in full, repeating the preview:
SMILES	12-LOX inh
Cn1nccc1C(=O)N1CC(c2nc(CCOCC3CCCC3)no2)C1	35.0%
COc1ccc(-c2noc(-c3nnn4c3COC(c3ccc(C)cc3C)C4)n2)cc1OC (stereo unspecified)	13.5%
COCCNC(=O)c1ccc(CC2CCN(C(=O)CCc3ccc(OC)cc3)CC2)cc1	42.6%[activator]
COc1ccccc1-n1cc(C(=O)N(C)Cc2noc3c2CCCC3)cn1	-6.6%
O=S(=O)(NCC1(COc2cnccn2)C[C@@H](O)[C@@H](O)C1)c1ccc(Cl)cc1 (stereo partly specified)	?
Cc1cc(C)cc(OCCCN2CCC(C(O)(c3ccccc3)c3ccccc3)CC2)c1	?
COc1ccc2nc(NC(=O)Cn3nc4c(cc3=O)CCCC4)sc2c1	?
COc1ccccc1-c1n[nH]c2c1CC(=O)N(CC1CC1)C2	?
Clc1ccccc1C1(c2ccnc(NCCc3ccncc3)n2)CCNCC1	25.7%
CNC(=O)CN(C)C(=O)c1cc2c(s1)CCN(C(=O)c1ccc(Cl)cc1)C2	51.5%
CN1CCN(C(=O)CCC[C@@H]2[C@H]3CCCN4CCC[C@@H](CN2C(=O)c2cccnc2)[C@@H]34)CC1	18.1%
O=C(c1ccc(Cl)cc1)N1CCc2c(n(Cc3cccnc3)n(-c3ccccc3)c2=O)C1	11.5%
CCc1ccccc1S(=O)(=O)N1C[C@@H](F)C[C@H]1C(=O)N1CCc2ccccc2C1	36.9%[activator]
CNC(C)c1ccccc1 (stereo unspecified)	4.1%[12.5 µM]
COc1ccc(OC)c(S(=O)(=O)N2CCC(c3ncc(C)n3C(C)C)C2)c1 (stereo unspecified)	49.5%[activator]
Cc1ccc(C(=O)N2CCN(c3ncnc4c3cnn4-c3ccccc3)CC2)cc1	0.0%
Cc1nc2c(c(NC3CC3)n1)CCN(C(=O)c1ccc(=O)[nH]n1)CC2	36.9%[activator]
O=C(c1cc2n(n1)CC(c1ccc(Cl)cc1)OC2)N1CCN(c2ccc(F)cc2)CC1 (stereo unspecified)	-16.3%
CC1(C)CN(C(=O)CCc2nc(-c3ccco3)no2)CC1(C)O (stereo unspecified)	?
CN(C)c1cccc(Oc2nnnn2[C@H]2CO[C@H]3[C@@H]2OC[C@@H]3NC(=O)CC(C)(C)CC(=O)O)c1	25.4%

3 of the compounds above, in CSV form.
molecule,12-LOX inh
COc1ccc(OC)c(S(=O)(=O)N2CCC(c3ncc(C)n3C(C)C)C2)c1 (stereo unspecified),49.5%[activator]
Cc1ccc(C(=O)N2CCN(c3ncnc4c3cnn4-c3ccccc3)CC2)cc1,0.0%
Cc1nc2c(c(NC3CC3)n1)CCN(C(=O)c1ccc(=O)[nH]n1)CC2,36.9%[activator]

Next results:
SMILES	12-LOX inh
Cc1ccc2c(n1)N(C)[C@H](CO)CCN(Cc1ccc(F)cc1)C2	10.7%[176 µM]
CCn1ccc(C(=O)N2C[C@@H](F)C[C@H]2C(=O)N2CCCCC2)n1	11.4%
CN(CC1CCOCC1)C(=O)c1cc(Cl)ccc1F	20.3%
CCN1C(=O)C2(CCN(S(=O)(=O)c3ccc(C(C)C)cc3)CC2)c2ccccc21	15.8%
O=C1CCN(S(=O)(=O)c2ccccc2)CCCN(C(=O)c2cccs2)CCN1	34.0%
C#CCNC(=O)c1nc(-c2ccc([S+](C)(=O)[O-])cc2)c2cnccn12	7.6%[6.33 µM]
Cc1cccc(CN(C(=O)c2ccco2)c2ccc(CC(=O)NC(C)C)cc2)c1	51.4%[activator]
O=C(C1CC1)N1CCC(N2C(=O)C3(CCCCC3)C2c2ccccc2)CC1 (stereo unspecified)	17.3%
CCOC(=O)CN1C(=O)[C@]2(OCCC=C[C@H]2C)c2ccccc21	6.7%
COc1ccc(C(=O)NC2CCN(C(=O)c3cc4c(=O)[nH]c(C)cn4n3)CC2)cc1F	-5.9%
COCCOCc1nc(C2CCCCN2C(=O)NCc2ccc(F)cc2)no1 (stereo unspecified)	14.1%
Cc1ccsc1C(=O)Nc1ccc(-c2nnc3n2CCCC3)cc1	-11.4%
Fc1ccc(Nc2nc(-c3ccccc3F)no2)cc1	?
O=C(c1nc(-c2cc(Cl)cc(Cl)c2)c2ccccn12)N1CCN(c2ncccn2)CC1	35.3%[activator]
COc1ccc2c(c1)CCN=C2C[C@H]1CN(C(=O)C2CC2)CC[C@H]1CC(=O)O	3.1%[176 µM]
O=C(Nc1cccc(-n2cccn2)c1)C1CCCN1C(=O)c1ccsc1 (stereo unspecified)	-24.7%
CN1CC(=O)N(C2CCC2)Cc2c(NCCCO)ncnc21	11.4%[176 µM]
COc1ccc(C(=O)N2CCCC(c3nc(CCOCC4CCCC4)no3)C2)cc1F (stereo unspecified)	3.3%
CCc1ccccc1-n1nc(-c2c(C)nc3scc(CC(=O)NCCOC)n3c2=O)cc1C	11.8%
Cc1nncn1C1CCN(S(=O)(=O)c2cc(F)cc(F)c2)CC1	41.4%[activator]
COc1ccc(OC)c(CN2CCOc3ccc(C(=O)NCc4ccc(C)cc4)cc3C2)c1	8.8%
Cc1cccc(C(=O)NC2CCN(c3cn[nH]c(=O)c3)CC2)c1	2.2%
CC1Oc2ccc(NC(=O)c3ccc4c(c3)OCO4)cc2CN(Cc2ccccc2)C1=O (stereo unspecified)	-6.2%
O=C(c1ccc(F)c(F)c1)N1CCN(C2CCN(CCc3ccccc3)C2=O)CC1 (stereo unspecified)	35.7%
O=C([C@@H]1C[C@H](F)CN1C(=O)c1cccc(F)c1)N1CCCCC1	9.6%
COc1ccc(-c2nc3ccc(C)cn3c2Cc2ccccc2C(F)(F)F)cc1OC	?
O=C([C@H]1C[C@H](Oc2cccnc2)CN1C(=O)CCc1c[nH]c2ccccc12)N1CCOCC1	-1.8%
O=C(O)CCn1ncc2cc(OC3CCN(C(=O)CC4CC4)CC3)ccc21	-0.2%[176 µM]
CN(Cc1cnc2ccccc2n1)C(=O)Cc1c[nH]c(=O)n(C)c1=O	-4.2%
COc1cc(=O)n2c(c1C(=O)Nc1cccc3c1CCCC3)CCCC2	13.3%
CN1CCC(N2CC[C@H](c3nc4ccc(C#N)cc4[nH]3)C2)CC1	27.6%[176 µM]
C=CCN=C1NC(c2ccccc2C(F)(F)F)C(C(=O)OC)=C(C)N1Cc1cccc(C(F)(F)F)c1 (stereo unspecified)	?
CN(C)C[C@H]1C[C@H](CO)CN(C(=O)Cc2cc3c(cc2Cl)OCCO3)C1	-3.0%
Cc1ccc(CNC(=O)N2CCC(Cc3noc(C4CCOCC4)n3)C2)cc1 (stereo unspecified)	43.1%[activator]
COc1ccc(C)cc1NC(=O)CN1C(=O)NC(c2ccccc2Cl)C2=C1COC2=O (stereo unspecified)	1.5%
O=C(CCc1conc1-c1cccc(F)c1)NCc1ccccc1Cl	41.9%[activator]
CC1(C(=O)NCc2ccncc2)CCCc2cnc(Nc3ccccc3)nc21 (stereo unspecified)	17.4%[176 µM]
CS(=O)(=O)N1CC[C@H](c2nc3cc(Cl)ccc3o2)C1	16.6%[176 µM]
CC(C)c1noc(-c2cn(C3CCN(C(=O)c4cccc(F)c4)CC3)nn2)n1	16.8%
O=c1n(-c2ccc(C(F)(F)F)cc2)nc2n1CCN(CC1CC1)C2	1.9%[6.33 µM]
CCCN(CC1CCOC1)C(=O)c1cc(F)cc(F)c1 (stereo unspecified)	7.7%
CCn1cc(-c2ccc(C)cc2)cc1C(=O)NCC1CCCO1 (stereo unspecified)	26.5%
O=C(Cn1nc2c(cc1=O)CCCC2)Nc1nc(-c2cccnc2)cs1	-64.7%
COc1ccc(-c2ccccc2NC(=O)C2CCCN(Cc3cnc(SC)nc3)C2)cc1 (stereo unspecified)	37.8%[activator]
CCn1cc(C(=O)N[C@@H]2CN(c3ncccn3)C[C@H]2CO)cn1	14.6%
O=C1CC(c2ccccc2)N(C(=O)C2CC2)CCCN(C(=O)NCCc2ccccc2)CCN1 (stereo unspecified)	29.9%
Cc1cnc(C(=O)N2CCCC2c2nc(CCOCC3CCCC3)no2)cn1 (stereo unspecified)	-2.8%
CN1CCC(N[C@@H]2CO[C@H](CNC(=O)Nc3ccccc3)[C@H]2O)CC1	-1.8%[176 µM]
CC1=C[C@@H](CN2CCN(c3ccccn3)CC2)[C@H](C(C)C)C[C@H]1Cc1nnc(-c2ccc(C)cc2)o1	6.0%
CCCNC(=O)N1CCCCCNC(=O)CC1c1ccccc1 (stereo unspecified)	13.0%
Cc1nc(-c2ccc(OC3CCN(C(=O)NCC(C)C)C3)cc2)no1 (stereo unspecified)	33.3%
CCN1CCC(CCNC(=O)CCC[C@H]2NC[C@@H]3CC2CN(Cc2ccccc2)C3)CC1	?
CC(C)CCC(=O)N1CCC(OC2CCN(Cc3ccccc3)CC2)CC1	35.3%[activator]
COc1cccc(OCc2nnc(C(=O)N3CCC[C@@H]3c3cccc(F)c3)n2-c2ccccc2)c1	32.1%[activator]
COc1ccc(Cl)cc1C(=O)N1CCCN(c2cc(-c3ccccc3)[nH]n2)CC1	58.4%[activator]
O=C(NC1CCCCC1)N1CCCCCC1c1nc(-c2ccncc2)no1 (stereo unspecified)	6.1%
O=C(Cn1ccn2nc(-c3ccccc3)c(CO)c2c1=O)Nc1ccccc1Cl	67.3%[activator]
COCC(=O)NCC1(COc2cccnc2)C[C@@H](O)[C@@H](O)C1 (stereo partly specified)	1.2%[176 µM]
Cc1cn2nc(C(=O)NCC(C)c3ccccc3)cc2c(N2CCSCC2)n1 (stereo unspecified)	6.4%
CCc1cc(CN2C[C@H](NC(=O)c3ncn[nH]3)C[C@H]2C(=O)NC(C)C)on1	43.2%
The list continues.
SMILES	12-LOX inh
Cc1noc(C)c1C(=O)N1Cc2ccccc2OC2(CCN(C(=O)CN(C)C)CC2)C1	15.6%[6.33 µM]
Cc1ccc(C)c(C(=O)N[C@@H]2CN(c3ncccn3)C[C@H]2CN(C)C)c1	11.0%
Cc1noc(-c2cn(C3CCCN(C(=O)c4cccc(OC(F)(F)F)c4)C3)nn2)n1 (stereo unspecified)	8.7%
COCCN1CCOC2(CCN(Cc3ccc(C(C)C)cc3)CC2)C1=O	3.5%[176 µM]
CCN1c2cc(C(=O)Nc3ccc(Cl)cc3)ccc2C(=O)N2CCCC21 (stereo unspecified)	-6.3%
Cc1nn(-c2ccccn2)c(C)c1[C@@H]1C=C[C@@H](NC(=O)c2cccs2)C1	19.4%[176 µM]
CCN(CC)C(=O)CCc1c(C)nn(-c2ccccc2)c1Oc1ccccc1	18.7%
O=C1OCCCN1C1CCN(S(=O)(=O)c2cccs2)CC1	9.4%[6.33 µM]
COc1cccc(C2NC(=S)NC(C)=C2C(C)=O)c1 (stereo unspecified)	-3.3%
COc1ccc(CN2CCc3oc(C)c(C(=O)NCCN4CCCC4)c3C2)cc1	-2.3%
CCc1nc(CN2CCCC(CO)(CC3CC3)C2)cs1 (stereo unspecified)	26.5%
COc1ccccc1Cc1c(-c2cccc(Cl)c2)nc2c3ccccc3ccn12	0.0%
CC(=O)NC1(C)CCN(Cc2cccc(Nc3ccccc3)c2)C1 (stereo unspecified)	5.8%[176 µM]
O=Cc1ccc(N2CCN(C(=O)c3ccncc3)CC2=O)cc1	5.0%[6.33 µM]
CCOCCOC1CCN(C(=O)c2ccc(OC)cc2)CC1	44.1%[activator]
Cc1cc(C(=O)N2CC[C@@H]3CN(S(C)(=O)=O)[C@@H]3C2)c(C)o1	20.0%
C[S+](=O)([O-])N1Cc2ccccc2CC12CN(C(=O)c1ccccc1F)C2	0.9%
CCCNC(=O)NC[C@@H]1C=C(C)[C@H](Cc2nc3nc(OC)ccc3[nH]2)C[C@H]1C(C)C	33.6%[activator][176 µM]
COc1ccccc1C(O)c1nc(Nc2ccc(Cl)cc2F)n[nH]1 (stereo unspecified)	-4.1%[176 µM]
Cc1cc(C(=O)N2CCC3(CC2)CC(N2CCN(c4ccccn4)CC2)CCO3)n[nH]1 (stereo unspecified)	71.0%[activator]
C[C@@H](NC(=O)C1CCOCC1)c1onc(-c2cccnc2)c1C(=O)O	1.5%[176 µM]
CCc1ccccc1NC(=O)[C@H]1CCC[C@H]1NC(=O)c1cnc(C)cn1	62.2%[activator]
Cc1ccc(CNC(=O)Cn2c(N(C)Cc3ccccc3)nc(C)cc2=O)cc1	27.1%
O=C(c1ccc(C(F)(F)F)cc1)N1CCN2C(=O)N(Cc3ccc(F)cc3)C[C@H]2C1	4.5%[176 µM]
O=C(O)c1ccc(CN2CC(CNC(=O)c3ccccc3)C3(C2)CN(c2ccccc2)C3)cc1 (stereo unspecified)	15.7%
Cc1ccc(C(=O)N2CC(c3nnc(-c4ccc(C)cc4)o3)C3(CCOCC3)C2)cc1 (stereo unspecified)	32.5%
COCCNS(=O)(=O)c1cc(C(=O)O)cc(-c2cccc(C(C)N(C)C)c2)c1 (stereo unspecified)	35.9%[activator]
COC[C@H]1C[C@@H](NC(=O)C2CCCC2)[C@H](O)[C@@H]1O	83.1%[activator][176 µM]
CCOC1=CC(=O)N(CCC(=O)NCc2ccc(C)cc2)C1	?
CNC(=O)[C@@H]1CNC[C@H]1c1nc(C)no1	7.3%
CC(C)C(=O)N1CCC2(CC1)OCC(C(=O)N1CCCC1)N2C(=O)c1ccccc1 (stereo unspecified)	45.8%[activator]
COCC1(CNCc2ccc(OC)cc2)C[C@@H](O)[C@@H](O)C1 (stereo partly specified)	46.3%[176 µM]
